Screening data (PubChem)
HSF-1 act – HSF-1 activators, primary screen, NIH3T3-HGL cells, MG132 stress, luminescence, single point. activation, % at 9 µM. NIH3T3-HGL HSF-1 luciferase reporter, 8 h; 100% = twice DMSO control signal. AID 504408, 2011. 300,000 compounds, 1.7% hits;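 active means mean replicate activation of at least 50% with a set share of replicates each reaching 50%; inconclusive means only one of those two conditions met; inactive means mean below 50% and too few replicates reaching it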;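 further: 0% = median of the neutral control wells and 100% = twice that signal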
IEC-6 cytotox – cytotoxicity in IEC-6 intestinal epithelial cells, primary screen, cytotoxicity control for KLF5 inhibitor project, cell-based, luminescence; 290,000 compounds, 0.78% hits; inhibition, % at 5 µM; AID 1825, 2009; IEC-6 cytotoxicity, luminescence viability; in the data active means inhibition above about 22%;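 further: 0% = plate median of test compound wells and 100% = cytotoxic reference compound wells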
HSP90 refold inh – HSP90 inhibitors, primary screen, cell lysate, luminescence | inhibition, % at 5.6 µM | AID 1789, 2009 | Rabbit reticulocyte lysate, luciferase refolding luminescence, 3 h | 290,000 compounds, 0.91% hits;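 active means inhibition above the screen-wide mean plus 3 SD, computed separately per campaign, cut at about 16% in these data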;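 further: 0% = DMSO wells and 100% = 60 µM geldanamycin wells; inhibitors lower the luminescence because luciferase stays unfolded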
GSK3 alpha inh – blockers of GSK3A enzyme activity – biochemical, luminescence, cell-free homogeneous, HTS, primary screen; GSK-3 alpha kinase, ADP-Glo luminescence, 60 min; inhibition, % at 10 µM; 320,000 compounds, 0.1% hits; AID 2650, 2010;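 in the data active means inhibition above about 50%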;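 further: GST-tagged GSK-3 alpha with peptide substrate and 25 µM ATP; 0% = DMSO neutral wells and 100% = GW8510 positive control wells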
Target sequence (P49840 whole entry, looked up): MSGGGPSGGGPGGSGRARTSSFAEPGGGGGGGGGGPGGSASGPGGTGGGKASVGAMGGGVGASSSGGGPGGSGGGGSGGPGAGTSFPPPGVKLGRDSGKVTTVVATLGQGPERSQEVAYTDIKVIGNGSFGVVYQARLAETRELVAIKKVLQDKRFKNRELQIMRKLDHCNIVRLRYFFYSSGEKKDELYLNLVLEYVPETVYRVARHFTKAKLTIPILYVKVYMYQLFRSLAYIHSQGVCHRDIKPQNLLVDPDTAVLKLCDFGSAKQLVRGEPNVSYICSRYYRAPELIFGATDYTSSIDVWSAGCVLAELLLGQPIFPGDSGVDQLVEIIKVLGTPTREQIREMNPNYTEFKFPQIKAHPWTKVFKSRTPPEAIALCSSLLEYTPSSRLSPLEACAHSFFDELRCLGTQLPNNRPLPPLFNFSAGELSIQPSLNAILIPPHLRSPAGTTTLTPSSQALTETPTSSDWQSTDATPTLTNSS
Dyrk1A ADPGlo – rat Dyrk1A kinase inhibitors, primary screen, biochemical, single point, plate reader; ADP-Glo luminescence, NFATc1 peptide; inhibition, % at 12.5 µM; 310,000 compounds, 0.43% hits; in the data active means inhibition above about 50%;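 further: plate controls were vehicle with enzyme for no effect and no enzyme for full effect; many of its hits are not listed in these tables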
GSK3beta inhib – human GSK3beta kinase inhibitors, primary screen, biochemical, cell-free homogeneous, HTS; Glycogen synthase kinase-3 beta (Homo sapiens), P49841; GST-GSK3beta kinase, ADP-Glo luminescence, 60 min; stronger effect = lower value; activity score (negative = inhibition), % at 10 µM; 300,000 compounds, 0.038% hits; AID 2097, 2009;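 active means more than half of replicate wells score below -50%, meaning over 50% inhibition versus plate controls; inconclusive means some replicates but at most half score below -50%; inactive means no replicate scores below -50%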;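 further: 0% = median DMSO wells and -100% = median GW8510 positive control wells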
Target sequence (P49841 whole entry, looked up): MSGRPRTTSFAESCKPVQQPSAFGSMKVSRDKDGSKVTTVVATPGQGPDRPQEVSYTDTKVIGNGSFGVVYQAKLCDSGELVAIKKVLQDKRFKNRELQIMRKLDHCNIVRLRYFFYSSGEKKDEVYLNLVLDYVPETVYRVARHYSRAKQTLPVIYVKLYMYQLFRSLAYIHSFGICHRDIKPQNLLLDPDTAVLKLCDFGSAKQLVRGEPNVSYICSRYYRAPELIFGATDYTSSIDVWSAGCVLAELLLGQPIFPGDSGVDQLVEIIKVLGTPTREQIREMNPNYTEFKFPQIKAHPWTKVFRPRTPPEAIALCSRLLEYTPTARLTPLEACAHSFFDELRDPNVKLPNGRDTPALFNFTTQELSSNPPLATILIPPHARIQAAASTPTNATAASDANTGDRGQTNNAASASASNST
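Test system: GST-fused GSK3beta enzyme, cell-free | Quantity: 1.6 ng GST-GSK3beta enzyme per well | Reagent: 25 µM ATP with peptide substrate | Schedule: 60 min enzyme reaction, room temperature | Signal: Luminescent ADP-Glo measurement of ADP formed | Read-out basis: Score relative to plate controls | Control set: DMSO and 20 µM GW8510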
HSF1 inh – HSF1 inhibitors in luciferase reporter cells, primary screen, cell-based, NIH3T3, luminescence; NIH3T3-HGL HSE-luciferase, MG132-induced, luminescence 8 h; stronger effect = lower value; activity change, negative = inhibition, % at 7.5 µM (by protocol); 300,000 compounds, 0.77% hits; AID 2098, 2009;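 active means more than half of replicate wells show activity change below -50%, luminescence cut by over half; inconclusive means some wells, but at most half, below -50%; inactive means no replicate well below -50%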;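 further: luciferase reports HSF-1 transcriptional activity via heat shock element; 0% = median of DMSO wells and -100% = zero luminescence signal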
Platelet DG rel – inhibitors of platelet dense granule secretion, primary screen, cell-based, MLPCN, human platelets; human platelet-rich plasma, SFLLRN dense granule ATP release, luminescence; inhibition, %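 (compounds screened at 7.5 µM in platelet-rich plasma)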; 300,000 compounds, 0.22% hits;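 active means mean replicate score, as percent of positive control, at or above 50; inconclusive means mean below 50 but at least one replicate at or above 50; inactive means mean and every replicate below 50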
KLF5 inhibitor – KLF5 expression inhibitors, primary screen, DLD-1 cells, luminescence; DLD-1 KLF5 promoter-luciferase reporter; inhibition, % at 5 µM; 290,000 compounds, 0.23% hits;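 active means inhibition above a per-plate limit of that plate's mean compound inhibition plus 3 SD, cut at about 60% in these data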;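 further: 0% = DMSO wells and 100% = LY294002 at 200 µM; higher means less KLF5 promoter-driven luciferase light; inactives centre near -14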
aSyn UTR inh – MLPCN primary screen, SNCA 5' untranslated region | alpha-synuclein 5'UTR reporter, inhibitor activity | inhibition, % (tested at 7.5 µM) | 300,000 compounds, 0.82% hits; in the data active means inhibition above about 60%; inconclusive means no clear call, values can overlap the other calls;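 further: H4 neuroglioblastoma cells stably carrying SNCA 5'UTR luciferase fusion; 0% = DMSO wells and 100% = positive control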
An asterisk follows results filed as active; ? = inconclusive; . = not tested or not shown. These rows are one share of the data; count on the stated rates, not on these rows.

Labels used below: A = HSF-1 act; B = IEC-6 cytotox; C = HSP90 refold inh; D = GSK3 alpha inh; E = Dyrk1A ADPGlo; F = GSK3beta inhib; G = HSF1 inh; H = Platelet DG rel; I = KLF5 inhibitor; J = aSyn UTR inh
CC(C(N)=O)N1CC(c2ccc(Cl)cc2)CC1=O (centres undefined)
  A: -12 | B: -2 | C: 1 | D: -1 | E: 6 | F: 4 | G: -13 | H: -4 | I: -30 | J: 13
CCN1C[C@]2(COC)CC[C@H](O)[C@@]34C5C[C@@H]6[C@@H](OC)C[C@@](O)(C5[C@H]6O)[C@](O)([C@@H](OC)C23)[C@@H]14 (some centres undefined)
  A: -7 | B: . | C: . | D: -4 | E: -4 | F: 0 | G: 4 | H: -3 | I: . | J: 16
CN1CCCN(C(=O)COc2ccccc2)CC1
  A: -3 | B: -4 | C: 0 | D: -2 | E: -7 | F: -2 | G: 1 | H: 5 | I: -15 | J: -30
CN1CCc2c(c(N3CCCCC3)nc3n[nH]c(N)c23)C1
  A: 0 | B: 12 | C: 1 | D: 1 | E: 6 | F: -1 | G: 6 | H: 6 | I: -25 | J: 9
C/C(=N\NC(=O)c1ccncc1)c1c(O)n(-c2ccccc2)c(=O)[nH]c1=O
  A: -4 | B: 2 | C: 0 | D: 10 | E: . | F: -2 | G: 6 | H: 10 | I: -12 | J: 9
CC(Cc1ccccc1)NC(=O)C(c1ccc(N)cc1)c1ccc(N)cc1 (centres undefined)
  A: ? | B: 0 | C: -2 | D: -2 | E: 8 | F: 0 | G: 19 | H: 4 | I: -10 | J: -24
Cn1c(O)c(C(c2ccccn2)c2c(O)n(C)c(=S)n(C)c2=O)c(=O)n(C)c1=S
  A: 21 | B: -5 | C: 1 | D: -1 | E: -3 | F: 1 | G: -2 | H: 24 | I: -18 | J: -17
CNC(=O)ON(C(=O)NC)C1N(C)C(=S)SC1(C)C (centres undefined)
  A: 8 | B: 2 | C: 2 | D: -3 | E: -8 | F: -1 | G: -5 | H: -1 | I: -4 | J: 15
Nc1c(C(=O)NCCN2CCOCC2)c2nc3ccccc3nc2n1Cc1ccccc1
  A: 19 | B: 3 | C: 2 | D: 0 | E: . | F: 0 | G: 9 | H: -7 | I: -38 | J: 12
C=CCN1C(=O)/C(=C/c2cc(C)n(-c3cccnc3)c2C)C(=O)NC1=S
  A: -5 | B: -9 | C: -2 | D: -2 | E: -1 | F: 3 | G: -1 | H: -12 | I: -17 | J: 2

In the list so far, these contain two or more sulfur atoms.
Labels used below: A = HSF-1 act; B = IEC-6 cytotox; C = HSP90 refold inh; D = GSK3 alpha inh; E = Dyrk1A ADPGlo; F = GSK3beta inhib; G = HSF1 inh; H = Platelet DG rel; I = KLF5 inhibitor; J = aSyn UTR inh
Cn1c(O)c(C(c2ccccn2)c2c(O)n(C)c(=S)n(C)c2=O)c(=O)n(C)c1=S
  A: 21 | B: -5 | C: 1 | D: -1 | E: -3 | F: 1 | G: -2 | H: 24 | I: -18 | J: -17
CNC(=O)ON(C(=O)NC)C1N(C)C(=S)SC1(C)C (centres undefined)
  A: 8 | B: 2 | C: 2 | D: -3 | E: -8 | F: -1 | G: -5 | H: -1 | I: -4 | J: 15

New compounds follow.
Labels used below: A = HSF-1 act; B = IEC-6 cytotox; C = HSP90 refold inh; D = GSK3 alpha inh; E = Dyrk1A ADPGlo; F = GSK3beta inhib; G = HSF1 inh; H = Platelet DG rel; I = KLF5 inhibitor; J = aSyn UTR inh
COc1ccc(CNC(=O)CCC(=O)N2C[C@H]3C[C@H](C2)c2cccc(=O)n2C3)cc1OC
  A: -31 | B: 4 | C: -3 | D: 4 | E: 6 | F: -2 | G: -17 | H: -5 | I: -5 | J: 3
CCOc1ccccc1N1C(=O)NC(=O)/C(=C/c2ccc3c4c(cccc24)CC3)C1=O
  A: -16 | B: 6 | C: 0 | D: . | E: 10 | F: -3 | G: -7 | H: 4 | I: -12 | J: 11
CC(Cc1ccccc1)NC(=O)NC(C)Cc1ccccc1 (centres undefined)
  A: ? | B: 4 | C: 2 | D: -1 | E: 4 | F: 6 | G: 24 | H: -1 | I: -90 | J: -134
Clc1ccc2nc3c(c(-c4ccccc4)c2c1)CNCC3
  A: 8 | B: 0 | C: 6 | D: 1 | E: -3 | F: -4 | G: 14 | H: 10 | I: -1 | J: 21
Cc1nc2ccccc2c(=O)n1-c1ccccn1
  A: -13 | B: 1 | C: -2 | D: 3 | E: 1 | F: 3 | G: -4 | H: -1 | I: 2 | J: 11
CSc1nc(N)c(N=Nc2ccc([As](=O)(O)O)cc2)c(=O)[nH]1
  A: 2 | B: -4 | C: 21* | D: 12 | E: -3 | F: -21 | G: -2 | H: -2 | I: -12 | J: -9
O=C(c1ccc(CS(=O)(=O)c2ccccc2)o1)N1CCC2(CC1)OCCO2
  A: 0 | B: -3 | C: 2 | D: -2 | E: -3 | F: 1 | G: -6 | H: 1 | I: -25 | J: 8
COc1ccc(CCNCc2ccc(Br)cc2)cc1OC
  A: 51* | B: 0 | C: 0 | D: -3 | E: -2 | F: -1 | G: 22 | H: 3 | I: -12 | J: -3
CSc1ncc(Cl)c(C(=O)O)n1 (tested in a mixture with another compound)
  A: -11 | B: -3 | C: 0 | D: 0 | E: -5 | F: 0 | G: -1 | H: -8 | I: -7 | J: 26
Cc1nn(C)c(C)c1/C=C1/CC2C3CC=C4CC(O)CCC4(C)C3CCC2(C)C1=O (centres undefined)
  A: -4 | B: -7 | C: -4 | D: -2 | E: -8 | F: -2 | G: -4 | H: 18 | I: -7 | J: 13
CC(C)(C)c1ccc(O)c(CN2CCN(c3ccccc3)CC2)c1
  A: 8 | B: 4 | C: 1 | D: -2 | E: 0 | F: -4 | G: 3 | H: 0 | I: -21 | J: -9
Cc1ccc(S(=O)(=O)CC(=O)c2cc(C)c(OC(=O)N(C)C)c(C)c2)cc1
  A: 7 | B: 2 | C: 1 | D: 2 | E: -2 | F: 2 | G: 5 | H: 0 | I: -9 | J: 0
NC(Cc1ccccc1)c1nc(-c2ccccc2)no1 (centres undefined)
  A: 7 | B: 8 | C: 4 | D: 0 | E: -2 | F: -2 | G: 6 | H: 5 | I: -44 | J: -32
O=C1NC(=O)N(c2ccc(Br)cc2)C(=O)/C1=C/c1ccsc1
  A: -6 | B: -7 | C: 2 | D: -2 | E: 0 | F: 5 | G: 7 | H: -1 | I: -7 | J: -15
O=c1[nH]c(=S)n(CCC2=CCCCC2)c(O)c1/C=N/N1CCOCC1
  A: -6 | B: -4 | C: -3 | D: -1 | E: . | F: 0 | G: 4 | H: -5 | I: -21 | J: 6
CCCCn1c(=O)c(C(=O)Nc2cccc(C)c2)c(O)c2ccccc21
  A: -1 | B: 0 | C: -1 | D: -1 | E: 3 | F: -2 | G: 0 | H: -8 | I: -26 | J: -3
CCCC(=O)NC(Oc1ccc(OC)cc1)C(Cl)(Cl)Cl (centres undefined)
  A: -2 | B: -2 | C: -3 | D: 0 | E: -1 | F: 2 | G: -5 | H: -2 | I: -1 | J: 13
CC(=O)N1CCC2(CC1)CC(=O)c1cc(OCC(=O)N3CCN(C)CC3)ccc1O2
  A: -8 | B: -2 | C: -2 | D: -2 | E: 18 | F: -5 | G: -3 | H: -1 | I: -14 | J: 16
CCOC(=O)C1(CCOc2ccccc2)CCN(Cc2ccccc2OC)CC1
  A: 3 | B: 4 | C: -2 | D: -1 | E: . | F: 2 | G: -9 | H: 2 | I: 5 | J: 9
CC(C)N1CCN(Cc2c[nH]c3ccccc23)CC1CCO (centres undefined)
  A: 10 | B: -1 | C: -2 | D: -3 | E: 0 | F: -2 | G: -5 | H: 7 | I: -37 | J: 24
CC(C)Cc1nc(N2CCNCC2)c(C#N)c2c1CCC2
  A: . | B: -4 | C: 3 | D: 4 | E: . | F: -4 | G: . | H: . | I: -5 | J: .

In a second layout: results already given.
The line under a structure holds: HSF-1 act, IEC-6 cytotox, HSP90 refold inh, GSK3 alpha inh, Dyrk1A ADPGlo, GSK3beta inhib, HSF1 inh, Platelet DG rel, KLF5 inhibitor, aSyn UTR inh
CSc1ncc(Cl)c(C(=O)O)n1 (tested in a mixture with another compound)
 : -11, -3, 0, 0, -5, 0, -1, -8, -7, 26
Cc1nn(C)c(C)c1/C=C1/CC2C3CC=C4CC(O)CCC4(C)C3CCC2(C)C1=O (centres undefined)
 : -4, -7, -4, -2, -8, -2, -4, 18, -7, 13
CC(C)(C)c1ccc(O)c(CN2CCN(c3ccccc3)CC2)c1
 : 8, 4, 1, -2, 0, -4, 3, 0, -21, -9
Cc1ccc(S(=O)(=O)CC(=O)c2cc(C)c(OC(=O)N(C)C)c(C)c2)cc1
 : 7, 2, 1, 2, -2, 2, 5, 0, -9, 0
NC(Cc1ccccc1)c1nc(-c2ccccc2)no1 (centres undefined)
 : 7, 8, 4, 0, -2, -2, 6, 5, -44, -32
O=C1NC(=O)N(c2ccc(Br)cc2)C(=O)/C1=C/c1ccsc1
 : -6, -7, 2, -2, 0, 5, 7, -1, -7, -15
O=c1[nH]c(=S)n(CCC2=CCCCC2)c(O)c1/C=N/N1CCOCC1
 : -6, -4, -3, -1, ., 0, 4, -5, -21, 6
CCCCn1c(=O)c(C(=O)Nc2cccc(C)c2)c(O)c2ccccc21
 : -1, 0, -1, -1, 3, -2, 0, -8, -26, -3
CCCC(=O)NC(Oc1ccc(OC)cc1)C(Cl)(Cl)Cl (centres undefined)
 : -2, -2, -3, 0, -1, 2, -5, -2, -1, 13
CC(=O)N1CCC2(CC1)CC(=O)c1cc(OCC(=O)N3CCN(C)CC3)ccc1O2
 : -8, -2, -2, -2, 18, -5, -3, -1, -14, 16
